EPAC1 agonist – activates human EPAC1 exchange factor | Potency, µM (doses to about 154 µM), without a hit: at the highest dose activation, actives largely listed as activators | AID 720707 | O95398 | 360,000 compounds, 0.073% hits | EPAC1 agonist qHTS, biochemical assay; response scale: 100% = response to 6.5 mM cAMP; also: nearly all actives have a fitted effect of over 60% in size
Target sequence (O95398 whole entry, looked up): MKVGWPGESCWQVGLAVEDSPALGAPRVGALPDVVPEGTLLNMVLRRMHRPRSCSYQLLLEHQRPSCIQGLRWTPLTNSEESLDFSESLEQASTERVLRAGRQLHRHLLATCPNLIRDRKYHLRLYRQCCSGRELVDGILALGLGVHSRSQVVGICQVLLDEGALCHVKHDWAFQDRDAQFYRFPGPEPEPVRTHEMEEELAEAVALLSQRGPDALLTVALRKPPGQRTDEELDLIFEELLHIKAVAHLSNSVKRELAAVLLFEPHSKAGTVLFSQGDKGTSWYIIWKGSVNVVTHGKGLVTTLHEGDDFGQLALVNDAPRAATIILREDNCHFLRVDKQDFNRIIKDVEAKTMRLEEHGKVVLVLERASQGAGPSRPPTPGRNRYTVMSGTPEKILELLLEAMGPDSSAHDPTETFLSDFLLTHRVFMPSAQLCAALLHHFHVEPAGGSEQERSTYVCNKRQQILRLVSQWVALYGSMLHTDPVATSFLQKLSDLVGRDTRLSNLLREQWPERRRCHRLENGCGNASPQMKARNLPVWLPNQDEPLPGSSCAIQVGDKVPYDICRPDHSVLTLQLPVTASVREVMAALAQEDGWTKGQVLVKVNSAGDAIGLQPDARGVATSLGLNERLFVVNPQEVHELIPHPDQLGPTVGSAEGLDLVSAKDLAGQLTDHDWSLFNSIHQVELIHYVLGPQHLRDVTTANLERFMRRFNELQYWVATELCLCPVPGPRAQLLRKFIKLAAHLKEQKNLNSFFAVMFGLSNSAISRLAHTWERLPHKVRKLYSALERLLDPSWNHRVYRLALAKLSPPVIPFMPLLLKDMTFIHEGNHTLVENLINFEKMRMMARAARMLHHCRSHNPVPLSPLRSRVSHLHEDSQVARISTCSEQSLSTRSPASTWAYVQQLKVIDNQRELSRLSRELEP
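Normalized to 6.5 mM cAMP, activity reflects EPAC1-catalysed release of BODIPY-GDP from Rap1B, followed kinetically over 30 min at 480 nm excitation, 540 nm emission. Reaction contained 100 nM EPAC1, 250 nM Rap1B-BODIPY-GDP, 50 uM GDP.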
EPAC2 ag – agonists of human EPAC2 (RAPGEF4); Potency, µM (highest dose often 154 µM), without a hit: top-dose activation, hits mostly activators; 360,000 compounds, 0.079% hits; EPAC2 activation, biochemical qHTS; response scale: 100% = 6.5 mM cAMP response; Q8WZA2; also: nearly all actives have a fitted effect of over 50% in size
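Compounds were titrated in qHTS against a Rap1B-BODIPY-GDP (250 nM) complex with EPAC2 (100 nM) and GDP (50 uM). BODIPY-GDP release tracked at 480/540 nm over 30 min at room temperature, normalized to 6.5 mM cAMP.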
PTHR1 agonist – activates the human parathyroid hormone receptor PTHR1. HEK293 GP2 PTHR1 cells, GloSensor cAMP luminescence, 1 h. 410,000 compounds, 0.075% hits. Potency, µM (top dose mostly 115 µM), for the others: at the highest dose activation, usual class: activators. AID 743266; also: nearly all actives have a fitted effect of over 55% in size; some results filed as inactive show a strong effect at the top dose; inactives centre near -15; many of its hits are not listed in these tables
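HEK-293-derived GP2 cells expressing PTHR1 and a GloSensor cAMP reporter, 3,000/well, plated overnight, given luciferin plus IBMX (each 0.5 mM as added) for 1 h at 37 °C, then compound for 1 h at 37 °C. Luminescence was read after 15 min at room temperature.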
FUS suppressor – suppressors of FUS proteinopathy in yeast | AID 1347120 | 390,000 compounds, 0.24% hits | Potency, µM (top dose mostly 76.6 µM), for inactives: at the top dose growth rescue (activation), usual class: activators | S. cerevisiae FUS-expressing, growth rescue, OD600, 24 h;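 also: plate controls were DMSO vehicle for no effect and reference control for full effect; nearly all actives have a fitted effect of over 55% in size; some results filed as inactive show a strong effect at the top dose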
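FUS-expressing yeast, raffinose-pregrown, induced in 2% galactose minimal medium at OD 0.005; compounds in a dilution series, 24hr at 30C. Growth restoration read as absorbance at 600 nm. CP55940 positive control, DMSO negative.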
TDP-43 yeast inh – TDP-43 toxicity inhibition in yeast; 410,000 compounds, 1.8% hits; TDP-43 expressing yeast growth rescue, BacTiter-Glo, 24 h; Potency, µM (series often up to 46.1 µM), inactives show at the top dose growth rescue (activation), actives largely listed as activators; AID 652104; also: % of control where 0% means no effect; nearly all actives have a fitted effect of over 50% in size
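Growth rescue of TDP-43-toxic yeast measured as ATP luminescence (BacTiter-Glo). Cells grown to mid-log in raffinose, induced in galactose at OD600=0.02, exposed to compound 24 hr at 30 deg C.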
EPAC2 antagonist – EPAC2 (human) antagonism | Potency, µM (top dose mostly 114 µM), for the others: at the top dose activity, negative = inhibition, most hits filed as inhibitors | 360,000 compounds, 0.18% hits | AID 720708 | EPAC2 GEF exchange of Rap1B-BODIPY-GDP, fluorescence | Q8WZA2; also: % is scaled to controls: 0 for no effect and ±100 for the full control effect; nearly all actives have a fitted effect of over 45% in size; many of its hits are not listed in these tables
aSyn rescue – alpha-synuclein toxicity inhibition in yeast; Yeast expressing alpha-synuclein, growth rescue, BacTiter-Glo, 24 h; Potency, µM (doses to about 46.1 µM), for inactives: at the highest dose growth rescue (activation), usual class: activators; 370,000 compounds, 0.14% hits; also: % of control where 0% means no effect; nearly all actives have a fitted effect of over 65% in size
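Rescue of yeast growth: cells expressing toxic alpha-synuclein, induced in galactose at OD600 0.02, incubated with compound 24 h at 30 C. ATP luminescence quantified growth; inhibitors of toxicity appear as activators.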
EPAC1 antag – EPAC1 (human) antagonism; Potency, µM (doses to about 115 µM), inactives show at the highest dose activity change, negative = inhibition, usual class: inhibitors; EPAC1 GEF assay, Rap1b-BODIPY-GDP exchange fluorescence; O95398; 360,000 compounds, 0.14% hits;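 also: plate controls were vehicle for no effect and positive control for full effect; nearly all actives have a fitted effect of over 50% in size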
* hit, by the source's call; i = inactive; ? = inconclusive; . = not tested or not shown; [ ] = dose if it differs, or a comment. Calls follow the shape of the dose curve; as a rule, active = well fitted curve in the direction sought with a large enough effect; inconclusive = small, poorly fitted or top-dose-only effect, or another doubt; inactive = no such curve, though single readings can be large; an effect the other way counts as inactive or inconclusive. Potency is read from the fitted curve at half-maximal effect. Not all compounds are listed; count on the stated rates, not on these rows.

nr	Compound	EPAC1 agonist	EPAC2 ag	PTHR1 agonist	FUS suppressor
1	CCOc1ccc(OCC)c(NC(=O)Nc2ccc3c(c2)N(C)C(=O)CS3)c1	6%	6%	-18%	?
2	CN(C(=O)/C=C/c1ccco1)c1ccccc1C(=O)O	-5%	-8%	i	-11%
3	CN(C)CCNC(=O)c1cccc(S(=O)(=O)Nc2ccc(F)cc2)c1	3%	-12%	-1%	14%
4	COc1cccc(CNC(=O)c2c(C)nn(-c3ccccc3)c2C)c1	4%	2%	i	-9%
5	Cc1ccc(C(C(=O)NC2CCCCC2)N(Cc2ccco2)C(=O)Cc2c[nH]c3ccccc23)o1 (stereo not drawn)	5%	-1%	i	44%
6	COc1ccc(-c2csc(/C=C/c3ccc4c(c3)OCO4)n2)cc1OC	-5%	4%	-7%	.
7	CCOC(=O)CN(C(=O)CN1CCC(n2nnc3cc(C)ccc32)CC1)c1ccccc1	0%	-1%	-5%	12%
8	CCN(CC)c1c(C)nc2ccc(C(=O)Nc3cc(-c4ccccc4)ccc3OC)cn12	12%	17%	3%	42%

nr	TDP-43 yeast inh	EPAC2 antagonist	aSyn rescue	EPAC1 antag
1	?	-14%	6%	-14%
2	-1%	18%	8%	-7%
3	-21%	?	-1%	?
4	-10%	3%	0%	-4%
5	2%	1%[57.1 µM]	2%	-11%
6	5%	-1%	1%	0%
7	1%	-2%	5%	0%
8	?	-13%	-7%	-19%

nr	Compound	EPAC1 agonist	EPAC2 ag	PTHR1 agonist	FUS suppressor
9	CC(C)(C)c1csc(NC2=NS(=O)(=O)c3ccccc32)n1	7%	1%	-55%[inhibitor][57.5 µM]	13%
10	COc1ccccc1/C=N/NC(=O)C(C)Cn1cnc2ccccc21 (stereo not drawn)	13%	8%	-24%	-15%
11	COC(=O)[C@@H]1C[C@H]1[C@@H](NS(=O)(=O)c1ccccc1)c1ccccc1	7%	4%	i	6%
12	COc1ccc(-n2c3c(cc(C(=O)NCc4ccco4)c2=O)C(=O)CC(C)(C)C3)cc1	-1%	-2%	-25%	8%
13	COc1ccc(N2C(=O)CS(=O)(=O)C23C(=O)N(Cc2ccccc2)c2ccccc23)cc1 (stereo not drawn)	.	.	i	23%
14	CSCCNCc1cn(-c2ccc(F)cc2F)nc1-c1ccccc1C	8%	1%	-23%	9%
15	CCCOc1ccccc1/C=C1/C(=O)ON=C1C	3%	-1%	-18%	3%
16	Cc1cc(=O)[nH]c(SC(C(=O)O)c2ccccc2)n1 (stereo not drawn)	4%	5%	i	-6%

nr	TDP-43 yeast inh	EPAC2 antagonist	aSyn rescue	EPAC1 antag
9	-13%	18%	2%	23%
10	17%	2%	-7%	1%
11	-2%	-9%	2%	6%
12	4%	12%	5%	10%
13	18%	.	?	.
14	-16%	-5%	0%	-22%
15	?	-5%	-4%	-3%
16	13%	6%	-4%	11%

nr	Compound	EPAC1 agonist	EPAC2 ag	PTHR1 agonist	FUS suppressor
17	O=C(NCc1ccccc1Br)c1cccs1	-23%	-3%	i	-20%
18	CN(Cc1nc(-c2cnccn2)no1)Cc1n[nH]c2c1CCCCC2	-5%	9%	?	8%
19	O=S(=O)(Nc1ccc(-c2ccccc2)cc1)c1ccccc1	8%	5%	-15%	36%
20	CCOC(=O)Cn1nc(C)n(-c2ccc(C(C)C)cc2)c1=O	3%	0%	i	18%
21	CCOC(=O)c1ccc(S(=O)(=O)NNS(=O)(=O)c2ccc(C)cc2)cc1	12%	7%	-8%	-3%
22	CC1(C(=O)Nc2cccc(C(F)(F)F)c2)Cc2c(-c3ccc4c(c3)OCO4)ccnc2O1 (stereo not drawn)	-7%	3%	2%	38%
23	COc1ccc([C@H]2N[C@]3(CCCN(Cc4ccccc4)C3=O)[C@H]3C(=O)N(C)C(=O)[C@@H]23)cc1	-2%	7%	-25%	-2%
24	CC(NC(=O)c1ccccc1Br)c1nnc(SCC(=O)NC2=NCCS2)n1C (stereo not drawn)	0%	8%	i	13%

nr	TDP-43 yeast inh	EPAC2 antagonist	aSyn rescue	EPAC1 antag
17	?	4%	-1%	-7%
18	-9%	-1%	-5%	-2%
19	21%	-4%	-6%	-19%
20	25%	-3%	5%	-13%
21	10%	1%	-1%	5%
22	12%	-11%	4%	-11%
23	?	1%	1%	4%
24	-24%	7%	-2%	20%

nr	Compound	EPAC1 agonist	EPAC2 ag	PTHR1 agonist	FUS suppressor
25	COC(=O)c1[nH]c2ccc(F)cc2c1NC(=O)CCN1CCN(Cc2ccc3c(c2)OCO3)CC1	-10%	4%	-4%[57.5 µM]	23%
26	COc1ccc(NC(=O)C2CCN(c3ncnc4c3nc3n4CCCCC3)CC2)c(OC)c1	-6%	-5%	-18%	14%
27	COc1ccccc1CNc1ccc([N+](=O)[O-])cc1C	1%	3%	-45%[inhibitor]	-6%
28	CC(C)(C)OC(=O)N(Cc1ccccc1)Cc1cccc(OCc2cccc(NC(=O)c3ccccc3)c2)c1	-7%	13%	-6%	20%
29	O=C(COc1ccccc1)NCC(=O)N/N=C/c1ccccc1	3%	0%	-17%	.
30	CCNC(=O)N1c2ccc(OCC)cc2C(C)=CC1(C)C	1%	1%	i	11%
31	CC(=O)NNc1cc(C)nc(N)n1	2%	1%	-11%	-28%
32	Cc1c(C(=S)Nc2ccccc2)cnn1-c1ccccc1	-7%	7%	-1%	.

nr	TDP-43 yeast inh	EPAC2 antagonist	aSyn rescue	EPAC1 antag
25	-7%	10%	-1%	0%
26	-1%	-3%	0%	27%
27	?	-6%	2%	-23%
28	9%	2%	1%	12%
29	11%	3%	-2%	-8%
30	?	-9%	5%	-1%
31	8%	5%	-2%	-6%
32	16µM*	-12%	6%	-9%

nr	Compound	EPAC1 agonist	EPAC2 ag	PTHR1 agonist	FUS suppressor
33	CCCCn1c(N)c(N(CCOC)C(=O)CSc2nnc(-c3ccc(F)cc3)n2N)c(=O)[nH]c1=O	-4%	8%	-10%	12%
34	CCCn1c(SCC(=O)c2cc(C)n(-c3cc(C)on3)c2C)n[nH]c1=O	7%	0%	-38%[inhibitor]	9%
35	Oc1ccc(Cl)cc1CNCc1ccc(C(F)(F)F)cc1	-8%	4%	-28%	-14%
36	Cc1cccc(-n2c(Cc3ccccc3)nnc2SCc2ccc([N+](=O)[O-])cc2)c1	18%	-4%	-18%	.
37	COc1ccc(OC)c(N(C(=O)c2ccco2)C(C(=O)NC2CCCC2)c2ccc(N3CCOCC3)cc2)c1 (stereo not drawn)	-8%	2%	-8%	20%
38	O=C(O)CCCC(=O)NNc1nc(-c2ccccc2)c2cc(Cl)ccc2n1	-11%	-4%	i	7%
39	COC(=O)c1cc(C)sc1NC(=O)CN1CCN(C(=O)C2CCCO2)CC1 (stereo not drawn)	28%	1%	-3%	20%
40	CCN(c1ccccc1)S(=O)(=O)c1cccc(C(=O)NCC2(N(C)C)CCCCC2)c1	14%	4%	i	-2%

nr	TDP-43 yeast inh	EPAC2 antagonist	aSyn rescue	EPAC1 antag
33	8%	1%	-4%	4%
34	-11%	1%	-5%	-4%
35	-9%	-20%	4%	-4%
36	?	-16%	?	-19%
37	15%	3%	0%	5%
38	15%	8%	1%	-10%
39	8%	5%	1%	-16%
40	8%	0%	0%	-2%

Compound profiles, as listed above.
`CCCCn1c(N)c(N(CCOC)C(=O)CSc2nnc(-c3ccc(F)cc3)n2N)c(=O)[nH]c1=O` is listed with EPAC1 agonist: -4%; EPAC2 ag: 8%; PTHR1 agonist: -10%; FUS suppressor: 12%; TDP-43 yeast inh: 8%; EPAC2 antagonist: 1%; aSyn rescue: -4%; EPAC1 antag: 4%
`COc1ccc(OC)c(N(C(=O)c2ccco2)C(C(=O)NC2CCCC2)c2ccc(N3CCOCC3)cc2)c1` (stereo not drawn) is listed with EPAC1 agonist: -8%; EPAC2 ag: 2%; PTHR1 agonist: -8%; FUS suppressor: 20%; TDP-43 yeast inh: 15%; EPAC2 antagonist: 3%; aSyn rescue: 0%; EPAC1 antag: 5%

Three of the compounds above, as a markdown table:
| No. | SMILES | EPAC1 agonist | EPAC2 ag | PTHR1 agonist | FUS suppressor | TDP-43 yeast inh | EPAC2 antagonist | aSyn rescue | EPAC1 antag |
| --- | --- | --- | --- | --- | --- | --- | --- | --- | --- |
| 36 | Cc1cccc(-n2c(Cc3ccccc3)nnc2SCc2ccc([N+](=O)[O-])cc2)c1 | 18% | -4% | -18% | . | ? | -16% | ? | -19% |
| 25 | COC(=O)c1[nH]c2ccc(F)cc2c1NC(=O)CCN1CCN(Cc2ccc3c(c2)OCO3)CC1 | -10% | 4% | -4%[57.5 µM] | 23% | -7% | 10% | -1% | 0% |
| 19 | O=S(=O)(Nc1ccc(-c2ccccc2)cc1)c1ccccc1 | 8% | 5% | -15% | 36% | 21% | -4% | -6% | -19% |

Next part.
nr	Compound	EPAC1 agonist	EPAC2 ag	PTHR1 agonist	FUS suppressor
41	COc1cccc2cc(-c3nnc(-c4ccccc4)o3)c(=O)oc12	-7%	-4%	-90%	20%
42	NC(=O)c1ccsc1NC(=O)CSc1nncs1	5%	-1%	i	19%
43	Cc1ccc(-c2nc(C#N)c(N3CCC(C(N)=O)CC3)o2)cc1	3%	4%	i	6%
44	COc1cccc(C(=O)OCC(=O)NCc2ccc3c(c2)OCO3)c1OC	-12%	4%	-22%	13%
45	c1ccc(CCc2nc(-c3ccccc3)no2)cc1	13%	14%	-4%	18%
46	CC1=NNC(=O)C1Cc1c(Cl)cccc1Cl (stereo not drawn)	4%	13%	i	-1%
47	Cc1cc(C)c(C)c(S(=O)(=O)N2CCC(C(=O)NCC(c3ccccc3)N(C)C)CC2)c1C (stereo not drawn)	4%	6%	-3%	2%
48	Cn1nnnc1SCC(=O)N1CCN(S(=O)(=O)c2ccccc2)CC1	-4%	3%	-21%	-14%
49	Cc1cccc(NC(=O)COC(=O)c2ccc(C)c(S(=O)(=O)N3CCCCC3)c2)c1	-2%	9%	-27%	12%
50	C=CCNC(=O)CSc1ccc(Cl)cc1	6%	3%	i	-9%
51	COc1ccccc1/C=C1\SC(=O)N(CC(=O)N(C)C2CCS(=O)(=O)C2)C1=O (stereo not drawn)	2%	3%	-12%	10%

nr	TDP-43 yeast inh	EPAC2 antagonist	aSyn rescue	EPAC1 antag
41	-16%[0.397 µM]	-8%	-2%	-16%
42	0%	16%	1%	-4%
43	-2%	-6%	8%	-2%
44	19%	-4%	4%	-15%
45	-13%	1%	-8%	-14%
46	-10%	0%	-12%	-28%
47	-14%	-3%	5%	5%
48	16%	1%	21%	5%
49	3%	3%	2%	-12%
50	-12%	8%	1%	5%
51	2%	7%	-5%	-4%

Screening data (PubChem)
